tim23-1 inh – growth inhibitors of tim23-1 mutant yeast; S. cerevisiae tim23-1 growth, BacTiter-Glo luminescence, 24 h; inhibition, % at 20 µM; 330,000 tested, 1.3% active; AID 463212;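 active = growth inhibition of the mutant yeast at or above 50%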;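 also: temperature-sensitive mutant grown at 25 °C; plate controls were DMSO-treated mutant yeast for no effect and medium wells lacking yeast for full effect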
GRIN3A LBD mod – modulates the human NR3A ligand-binding domain. NR3A LBD differential scanning fluorimetry, Tm shift; 0% = protein alone, 100% = glycine-bound protein. 340,000 tested, 2.5% active. Tm shift relative to glycine control, % at 25 µM. AID 1259313;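 active = melting temperature shift of at least 10% of the positive control shift, at one fixed dose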
APJ ag – activates the human apelin receptor APJ | AID 2520 | activation, % at 20 µM | 330,000 tested, 0.11% active | CHO-K1 APJ PathHunter beta-arrestin, luminescence; 0% DMSO wells, 100% apelin;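 active = activation more than six SD over the plate average, tested at 20 µM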;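 also: 0% = DMSO alone and 100% = apelin-13 at 10 nM; some results filed as inactive read as strong as hits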
Target sequence (P35414 whole entry, looked up): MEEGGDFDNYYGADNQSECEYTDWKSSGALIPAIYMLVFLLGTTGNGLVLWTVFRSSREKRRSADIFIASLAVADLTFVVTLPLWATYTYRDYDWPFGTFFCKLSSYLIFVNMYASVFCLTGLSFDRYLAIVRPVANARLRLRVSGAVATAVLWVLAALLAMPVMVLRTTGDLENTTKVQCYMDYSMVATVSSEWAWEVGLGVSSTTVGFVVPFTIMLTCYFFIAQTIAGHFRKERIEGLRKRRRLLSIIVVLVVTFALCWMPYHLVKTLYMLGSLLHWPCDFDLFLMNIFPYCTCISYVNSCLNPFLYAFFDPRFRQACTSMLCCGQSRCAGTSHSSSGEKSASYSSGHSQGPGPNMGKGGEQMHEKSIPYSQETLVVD
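assay system = CHO-K1 APJ beta-arrestin complementation cell line | input = cell density 1000 per well | dosing = compound 20 µM once, DMSO 1% | timing = compound 90 min 25 °C, reagent 1 h | measured by = luminescence from split beta-galactosidase complementation, Galacton Star/Emerald II substrate | read-out basis = APJ agonist activity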
MPTP block – permeability transition pore inhibition. isolated mouse mitochondria, Ca2+ swelling absorbance, 30 min. inhibition, % at 10 µM. 360,000 tested, 1.4% active. AID 602449;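 active = inhibition of 50% or more, scaled per plate between neutral and stimulator controls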;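 also: 0% = DMSO wells given calcium and 100% = 1 mM EGTA wells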
APJ antag – blocks the human apelin receptor APJ; P35414; CHO-K1 APJ beta-arrestin complementation, luminescence; 330,000 tested, 0.32% active; inhibition, % at 20 µM;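 active = inhibition above about 40% at 20 µM, limit read from the data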;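 also: cells challenged with 10 nM apelin-13 agonist together with compound; plate controls were apelin-13 plus DMSO wells for no effect and DMSO wells lacking apelin-13 for full effect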
NALP3 yeast inh – NALP3 inhibition in yeast | Yeast reconstituted NLRP3/ASC/caspase-1, beta-gal luminescence, 24 h | inhibition, % at 10 µM | 330,000 tested, 0.39% active | AID 2825;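 active = inhibition of 50% or more; inactive = inhibition below 50%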;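 also: plate controls were induced DMSO wells for no effect and uninduced yeast grown without galactose for full effect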
tim10-1 inh – inhibits growth of tim10-1 mutant yeast; S. cerevisiae tim10-1 ts strain growth, BacTiter-Glo, 24 h; inhibition, % at 20 µM; 330,000 tested, 2.2% active; AID 463190;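 active = inhibition of at least 40%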;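 also: mutant grown at 25 °C; 0% = DMSO wells with yeast and 100% = wells holding no yeast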
TIM10 inh – growth inhibitors of TIM10 yeast strain; S. cerevisiae TIM10 strain growth, BacTiter-Glo luminescence, 24 h; AID 463195; inhibition, % at 10 µM; 330,000 tested, 1.4% active;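 active = inhibition of 40% or more at the single tested concentration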;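 also: wild-type TIM10 isogenic control strain grown at permissive 25 °C; 0% = DMSO yeast wells and 100% = minimal medium wells without yeast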
MIN6 prolif – MIN6 beta-cell proliferation induction; MIN6 cells proliferation, ATPlite luminescence, 48 h; cells starved in 0.2% serum; 100% = growth in 10% serum; proliferation, % at 10 µM; 330,000 tested, 0.29% active; AID 2380;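 active = compounds whose signal lies at least 3.5 SD above the mean of all wells on their plate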;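 also: 0% = DMSO-treated cells in low-serum medium and 100% = 10% serum control; some compounds called inactive have numbers as strong as hits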
Numbers without * were called inactive; . = no result given.

The first five records (preview)
SMILES	tim23-1 inh	GRIN3A LBD mod	APJ ag	MPTP block	APJ antag	NALP3 yeast inh	tim10-1 inh	TIM10 inh	MIN6 prolif
COc1ccccc1N(CC(=O)NC1CCCCC1)S(C)(=O)=O	25	1	1	-0.7	2	7	18	16	0
Cc1ccc(C=Nc2cc([N+](=O)[O-])ccc2C)s1	0	2	-3	-1.2	-5	14	4	-6	0
O=C(NCC1CCCO1)c1c(O)c2cccc3c2n(c1=O)CC3 (stereo not given)	43	-3	-1	5.0	-6	47	19	16	-7
CC1=Nc2cc(C(=O)N3CCCC3)ccc2Sc2ccc(C)cc21	-2	-3	1	0.9	-8	16	11	-2	0
CCn1c(Sc2nc(C)nc3scc(-c4cccs4)c23)n[nH]c1=O	-307	-1	8	-0.8	5	26	-183	-165	0

Main list, from the start:
SMILES	tim23-1 inh	GRIN3A LBD mod	APJ ag	MPTP block	APJ antag	NALP3 yeast inh	tim10-1 inh	TIM10 inh	MIN6 prolif
COc1ccccc1N(CC(=O)NC1CCCCC1)S(C)(=O)=O	25	1	1	-0.7	2	7	18	16	0
Cc1ccc(C=Nc2cc([N+](=O)[O-])ccc2C)s1	0	2	-3	-1.2	-5	14	4	-6	0
O=C(NCC1CCCO1)c1c(O)c2cccc3c2n(c1=O)CC3 (stereo not given)	43	-3	-1	5.0	-6	47	19	16	-7
CC1=Nc2cc(C(=O)N3CCCC3)ccc2Sc2ccc(C)cc21	-2	-3	1	0.9	-8	16	11	-2	0
CCn1c(Sc2nc(C)nc3scc(-c4cccs4)c23)n[nH]c1=O	-307	-1	8	-0.8	5	26	-183	-165	0
COC(=O)[C@@]1(Cc2ccc(OC)cc2)[C@@H]2[C@@H](CC(=O)[C@H]2CC(=O)C(=O)N(C)C)CN1C(=O)c1ccccc1	20	-3	-7	-1.8	2	15	14	5	1
O=C(NCCc1cn2ccccc2n1)c1ccc(Br)o1	0	-4	5	-1.5	-4	3	-4	-5	2
Cc1c(C(=O)NN)nn(-c2ccc(Cl)cc2)c(=O)c1C#N	9	-1	3	-0.9	-45	5	2	-9	-2
COC(=O)CCCC1=CC2=CC(=O)C(C)(OC(=O)c3cccs3)C(=O)C2=CN1CCN1CCOCC1 (stereo not given)	13	1	18	1.7	-33	17	11	1	-3
NC(=O)c1c(NC(=O)CSc2nc3c(c(C(F)(F)F)n2)CCc2ccccc2-3)sc2c1CCCC2	21	-1	-2	2.0	-13	-9	-1	-1	-3
O=C(Cn1cncn1)N/N=C/c1cccc2ccccc12	-8	-3	-2	0.3	1	6	1	3	0
CSc1cccc(NC(=O)C2(S(=O)(=O)c3ccc(C)cc3)CC2)c1	11	0	1	0.3	13	28	4	17	-3
O=C(CSc1nc2c(c(=O)n1-c1ccc(F)cc1)SCC2)NCC1CCCO1 (stereo not given)	-6	-13	-1	-3.0	-13	9	2	-12	-2
CC(OC(=O)c1cccnc1SCc1cc(=O)n2ccccc2n1)c1ccccn1 (stereo not given)	40	0	-5	0.8	-10	3	33	24	-2
COC(=O)C(NC(=O)c1ccc(OC)cc1)(Nc1ncc(S(=O)(=O)c2ccc([N+](=O)[O-])cc2)s1)C(F)(F)F (stereo not given)	14	-4	5	12	8	9	10	12	-5
O=[n+]1c2c(n([O-])c3cc(Br)ccc31)CCCC2	-3	-7	3	1.1	-27	5	7	-12	-2
OC1(c2ccc(F)cc2)CN(c2ccccc2)C2=[N+]1CCS2 (stereo not given)	7	-3	-4	-0.7	10	28	9	12	1
COc1ccc2c(CSc3nnc(-c4cccnc4)n3-c3ccccc3F)cc(=O)oc2c1	14	-1	-1	-1.3	4	-5	24	22	0
O=C(NCc1ccccc1)c1nc2c(nnn2Cc2cccc(Cl)c2)c(=O)[nH]1	21	1	-2	0.0	21	-7	25	20	-2
CCS(=O)(=O)c1ccc(O)c(NC(=O)COc2ccc(C)cc2)c1	1	8	-5	-2.9	-4	8	11	5	-2
CCOC(=O)Nc1sc2c(c1C#N)CCCC2	19	0	-2	0.6	9	-11	4	15	0
O=C(O)/C=C/c1ccccc1Oc1ccccc1	9	2	0	-1.2	5	-10	4	-8	-1
O=C(NCCCn1ccnc1)c1ccc(-c2ccccc2)cc1	5	2	-4	-0.6	-3	-25	-3	6	0
Cc1cc(N2CCCCC2)nc(SCc2ccc(C#N)cc2)n1	39	0	-8	0.3	-6	-9	47*	33	-3
COc1ccc(C(=O)NCc2nnc(SCC(=O)Nc3cccc(OC)c3)o2)cc1	-6	-1	0	-0.9	-14	1	-10	-2	1
Following part
SMILES	tim23-1 inh	GRIN3A LBD mod	APJ ag	MPTP block	APJ antag	NALP3 yeast inh	tim10-1 inh	TIM10 inh	MIN6 prolif
C=CCn1nnnc1SCC(=O)Nc1ccc(OC)cc1	-1	1	-1	-0.6	7	9	9	-2	-3
CCN1CCN(C(c2ccc(OC)cc2)C(O)C(=O)c2c[nH]c3ccccc23)CC1 (stereo not given)	4	-1	-3	0.1	-5	9	-6	7	2
COc1cccc(-c2nc3sc4c(c3c(=O)[nH]2)CCCCC4)c1	7	3	1	0.5	14	1	10	3	-3
Cc1cc(NC(=O)CSc2nnc(-c3ccc(S(=O)(=O)N4CCCC4)cc3)n2C)no1	5	-3	-1	0.0	17	4	2	0	-2
O=C(CN1CCN(c2ccc(O)cc2)CC1)Nc1ccc(-c2ccccc2)cc1	17	3	1	0.2	-13	16	-1	14	-4
Cc1ccccc1S(=O)(=O)Cc1ccc(C(=O)NCc2ccco2)o1	6	0	-3	-1.9	-4	2	21	-2	0
CC(Oc1ccccc1)C(=O)N1CCN=C1SCc1ccc(F)cc1 (stereo not given)	5	2	-6	2.8	15	8	-7	-19	-2
COc1ccc(NC(=O)Cn2nnc(-c3ccccc3N)n2)cc1OC	-8	0	-1	-1.3	16	11	-23	-12	-3
Cc1ccc(Nc2nc3ccccc3c(=O)s2)cc1	4	0	2	-1.4	13	9	27	11	-3
CCc1ccc(NC2=NCC(=O)N2Cc2ccc3c(c2)OCO3)cc1	10	-6	7	2.6	4	0	18	18	0
O=C1C=C(c2ccc(Cl)c(C(F)(F)F)c2)C[C@@H](c2ccc(Cl)cc2)C1	11	-16	-2	0.6	-1	5	16	4	-7
NC(=O)COC(=O)CCCc1c[nH]c2ccccc12	11	0	-3	0.6	3	4	8	5	-1
Oc1ccc(Nc2nc(Cl)nc(NCc3ccco3)n2)cc1	-7	-2	-1	-7.6	11	1	-8	7	-1
Cc1ccc(C(=O)C2(C)C3c4cc(Br)ccc4OC(=O)C32C(=O)c2ccco2)cc1 (stereo not given)	28	-1	-1	-4.2	2	11	20	11	-3
CCOC(=O)c1cc(-c2ccccc2)nc2ccc(C)cc12	23	3	-3	0.7	11	17	11	2	-2
N#Cc1ccc(-c2csc(NC(=O)c3cc(-c4cccs4)nc4ccccc34)n2)cc1	17	1	-1	1.4	-6	23	4	14	-4
O=C1NC2(CCCC2)C(=O)N1Cc1cc(=O)n2ccsc2n1	-1	1	-2	.	3	1	3	-3	1
Cc1[nH]nc2c1C(c1ccc(F)cc1)C1=C(CC(C)(C)CC1=O)N2 (stereo not given)	-11	0	-1	0.1	-4	-2	22	-10	-2
CCc1ccc(NC(=S)NC2CC3CCCC(C2)N3Cc2cccs2)cc1 (stereo not given)	7	-5	-2	16	-9	6	-14	20	-4
Cn1cccc1Cc1nnc(SCC(=O)NCC2CCCO2)n1C (stereo not given)	3	2	2	2.1	14	8	5	1	-1
CCOC(=O)C1CCCN(C(=O)CCCn2nnnc2CN2CCOCC2)C1 (stereo not given)	7	-7	-2	0.7	10	28	10	-3	2
Cc1ccc(C2(C)NC(=O)N(CC(=O)Nc3ccccc3C(=O)NC3CCCC3)C2=O)cc1 (stereo not given)	8	-1	-4	-1.4	17	16	-6	-4	-1
Cc1ccc(NC(=O)COC(=O)C2CC2)cc1S(=O)(=O)N1CCOCC1	-4	-1	-3	-1.0	-2	-5	5	7	2
N#CCCN(CCN1CCCC1)S(=O)(=O)c1ccc(-c2ccc([N+](=O)[O-])cc2)cc1	0	-2	-2	-0.7	-7	-9	-2	-12	1
Cc1nc(CN(C)Cc2nc(Cc3ccccc3Cl)no2)cs1	22	0	-3	0.5	-5	-5	22	0	3
Going on with the list.
SMILES	tim23-1 inh	GRIN3A LBD mod	APJ ag	MPTP block	APJ antag	NALP3 yeast inh	tim10-1 inh	TIM10 inh	MIN6 prolif
N#Cc1ccccc1NC(=O)COC(=O)c1ccc2c(c1)OCO2	8	1	-2	-1.8	15	12	0	3	-1
O=C(/C=C/c1ccco1)Nc1ccc(C(=O)N2CCOCC2)cc1	12	-1	1	-1.0	3	7	21	11	2
Fc1cnc(N2CCOCC2)nc1N1CCc2ccccc21	13	-1	-4	-7.0	-17	16	16	-18	3
COc1cc(NC(=O)NCc2ccncc2)cc(OC)c1OC	0	0	0	-0.6	-8	10	-7	-18	-2
COc1cccc(NC(=S)N/N=C2\CC3CCC2(C)C3(C)C)c1 (stereo not given)	17	-1	-7	-1.4	41*	17	41*	36	-4
O=C(O)c1cc(S(=O)(=O)O)cc(Nc2c3ccccc3nc3ccccc23)c1O	2	3	-3	1.3	13	4	8	-9	-3
O=c1[nH]c(CN2CCN(c3ccc([N+](=O)[O-])cc3)CC2)nc2ccsc12	14	-3	-2	-1.3	-4	18	5	-4	-3
COCCn1c(SCC(=O)Nc2ccccc2OC)nc2c([nH]c3ccccc32)c1=O	19	-10	-9	0.8	-2	13	11	7	-1
Cc1ccc(N2CCN(S(=O)(=O)c3ccc4oc(=O)ccc4c3)CC2)c(C)c1	41	-2	1	1.8	-3	23	23	22	-2
COc1ccc(CCNC(=O)CSc2cccc3cccnc23)cc1OC	4	-1	-4	-0.6	-2	18	7	6	2
CCCNC(=O)NC(C(=O)OC)C12CC3CC(CC(C3)C1)C2 (stereo not given)	13	3	2	-1.0	17	-2	10	10	-2
CC(=O)c1cccc(NC(=O)COC(=O)c2ccc(S(C)(=O)=O)c([N+](=O)[O-])c2)c1	9	0	2	-4.2	-2	17	-3	-2	4
O=C(NCCC1=CCCCC1)c1cc(S(=O)(=O)N2CCOCC2)c(Cl)cc1Cl	7	2	-7	-1.9	9	16	16	11	2
COc1ccc(CN(Cc2ccc(C(=O)O)cc2)C(=S)Nc2cc(C)cc(C)c2)cc1OC	20	1	-1	-1.3	-1	8	-16	7	-2
Cc1c(CCC(=O)O)c(=O)oc2c(C)c3occ(-c4ccc(Cl)cc4)c3cc12	15	-450	-4	2.3	7	6	22	4	-3
COc1ccc2c(/C=N/NS(=O)(=O)c3ccc(C)cc3)c[nH]c2c1	10	33*	-1	3.3	10	3	1	-16	-3
O=C(CN1CCOCC1)NCCc1ccccc1	-4	0	-1	-0.8	14	15	-20	-7	-1
CCC(C)(NC(=O)c1ccccn1)C(=O)NC1CCCC1 (stereo not given)	-19	-1	-1	-0.3	19	-8	12	15	-1
Cc1noc(C)c1CSCC(=O)Nc1nc2ccc(F)cc2s1	18	-2	8	0.2	11	21	22	1	-3
Cc1ccc(C(=O)NCC(=O)OCC(=O)NCCNC(=O)COC(=O)CNC(=O)c2ccc(C)cc2)cc1	-19	3	-8	0.5	5	16	5	3	2
O=C(CSc1nnnn1C1CCCC1)NCCc1ccccc1	13	-1	-2	-0.5	16	-14	-9	-10	0
OC(CN1c2ccccc2Sc2ccccc21)Cn1nnc2ccccc21 (stereo not given)	14	-4	6	6.8	-12	14	14	24	-6
CCOC(=O)CCCNC(=O)COC(=O)c1cc2ccccc2cc1O	-7	4	4	-8.6	1	3	17	12	-2
CN1N=C(C(=O)N2CCCC(C(=O)c3cccc(C(F)(F)F)c3)C2)CCC1=O (stereo not given)	8	-2	-5	-1.2	-3	-3	8	14	0

Source: PubChem BioAssay (Sanford-Burnham Center for Chemical Genomics)
